Source: PubChem BioAssay
Ba/F3 V617F tox: lowers viability of Ba/F3 cells expressing EpoR and JAK2V617F | inhibition, % at 5.6 µM | ATP luminescence | AID 1446 | hit rate 1.1% among 220,000;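 active = inhibition above the campaign mean plus 3 SD over all tested compounds, cut at about 24% in these data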;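 also: cytokine-independent growth of Ba/F3 cells driven by EpoR plus mutant JAK2; 0% = DMSO-treated cells and 100% = JAK inhibitor I control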
Furin inh: blocks human furin protease activity; P09958; purified furin, fluorogenic substrate cleavage; inhibition, % at 30 µM; hit rate 0.061% among 220,000; AID 463115; in the data active = inhibition above about 25%; also: inactives centre near -15
PPC-1+TRAIL kill: compounds killing PPC-1 cancer cells with TRAIL present (potentiator screen, no TRAIL-free arm); PPC-1 cells + TRAIL, ATPLite viability luminescence; cell killing (% activity), % at 4 µM; hit rate 0.41% among 220,000; AID 1443;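 active = cell killing above 50% in the first pass at 4 µM, then a duplicate retest at 5 µM averaging 50% or more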;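 also: plate controls were cells with TRAIL plus DMSO for no effect and medium-only wells lacking cells for full effect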
TbHK1 inh: blocks Trypanosoma brucei hexokinase 1 activity | hit rate 0.11% among 220,000 | recombinant TbHK1, G6PDH-coupled NADH A340 | inhibition, % at 10 µM | AID 1430;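 active = inhibition of 50% or more in the single-dose primary screen; inactive = inhibition below 50%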
PGE2 EP2 inh: inhibitors of human EP2 prostaglandin E2 receptor; inhibition, % at 25 µM; P43116; C6 glioma cells expressing human EP2, cAMP TR-FRET; cells stimulated with saturating PGE2; hit rate 0.52% among 260,000;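 active = percent inhibition above 40 after rounding to a whole number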;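 also: rat C6 glioma host cells with rolipram phosphodiesterase inhibitor present; the protocol text gives 20 µM as final concentration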
Target sequence (P43116 whole entry, looked up): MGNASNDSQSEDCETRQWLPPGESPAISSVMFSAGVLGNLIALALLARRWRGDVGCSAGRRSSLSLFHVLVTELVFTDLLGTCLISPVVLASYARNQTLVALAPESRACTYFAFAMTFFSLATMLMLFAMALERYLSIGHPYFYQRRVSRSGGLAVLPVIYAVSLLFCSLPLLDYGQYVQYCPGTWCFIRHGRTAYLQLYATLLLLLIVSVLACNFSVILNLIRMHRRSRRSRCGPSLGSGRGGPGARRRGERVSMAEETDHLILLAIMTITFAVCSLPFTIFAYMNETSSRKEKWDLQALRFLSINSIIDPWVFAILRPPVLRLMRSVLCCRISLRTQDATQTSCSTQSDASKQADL
RBBP9 inh: blocks human serine hydrolase RBBP9; O75884; recombinant RBBP9, FP-Rh probe fluorescence polarization; inhibition, % at 7.94 µM; hit rate 0.2% among 220,000; AID 1515;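 active = inhibition above the campaign mean of all tested compounds plus 3 SD, cut at about 14% in these data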;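 also: plate controls were DMSO wells with RBBP9 for no effect and wells lacking RBBP9 protein for full effect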
Target sequence (O75884 whole entry, looked up): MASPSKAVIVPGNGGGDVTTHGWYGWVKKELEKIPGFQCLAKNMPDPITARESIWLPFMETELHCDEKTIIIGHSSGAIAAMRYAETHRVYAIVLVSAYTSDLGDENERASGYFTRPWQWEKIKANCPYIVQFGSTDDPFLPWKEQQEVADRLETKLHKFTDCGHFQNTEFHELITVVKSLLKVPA
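System: RBBP9 protein / Quantity: 2.5 µM RBBP9 dispensing solution, before mixing / Also added: Serine-hydrolase probe FP-Rh, 375 nM pre-mixing / Dosing: 7.94 µM single dose, 0.794% DMSO / Timing: enzyme-compound preincubation 30 min, then probe labeling 45 min, 25 °C / Signal: FP readout at 525/598 nm / Controls: DMSO-treated enzyme wells and wells lacking RBBP9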
p97 inhibitor: human p97 ATPase inhibition | recombinant p97 ATPase, Kinase-Glo ATP luminescence, 3 h | P55072 | inhibition, % at 8 µM | hit rate 0.42% among 220,000; in the data active = inhibition above about 15%;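 also: 0% = DMSO vehicle and 100% = wells lacking enzyme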
BaF3 parental: counter-screen for JAK2V617F inhibitors: parental Ba/F3 viability inhibitors. CellTiter-Glo ATP luminescence. inhibition, % at 5.6 µM. hit rate 1.1% among 220,000. AID 1486;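 active = inhibition above a per-campaign cutoff, the mean inhibition of all tested compounds plus 3 SD, cut at about 27% in these data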;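 also: 0% = DMSO wells and 100% = JAK Inhibitor I control wells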
p47phox inh: inhibitors of human p47phox binding; AID 1274; hit rate 0.53% among 220,000; p47phox/p22phox peptide binding, fluorescence polarization, 2 h; inhibition, % at 24.7 µM;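 active = inhibition above about 30%, limit read from the data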;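 also: 0% = p47phox with labelled peptide and 100% = labelled peptide alone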
Target sequence (P14598 whole entry, looked up): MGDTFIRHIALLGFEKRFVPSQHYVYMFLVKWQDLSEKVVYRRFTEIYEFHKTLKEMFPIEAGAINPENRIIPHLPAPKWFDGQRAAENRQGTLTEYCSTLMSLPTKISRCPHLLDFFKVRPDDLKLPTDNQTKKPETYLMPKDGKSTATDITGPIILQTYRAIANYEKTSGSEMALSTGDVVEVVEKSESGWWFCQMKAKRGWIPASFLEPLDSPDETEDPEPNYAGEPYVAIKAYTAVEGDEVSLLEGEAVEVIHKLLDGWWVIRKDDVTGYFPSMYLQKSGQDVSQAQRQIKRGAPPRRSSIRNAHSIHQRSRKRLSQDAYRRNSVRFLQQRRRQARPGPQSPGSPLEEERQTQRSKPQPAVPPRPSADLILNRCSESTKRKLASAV
* = called active by the depositor; / = not tested or not shown; & = joins results of further samples; [ ] = dose if it differs, or a comment. The list is partial; count on the stated rates, not on these rows.

SMILES | Ba/F3 V617F tox | Furin inh | PPC-1+TRAIL kill | TbHK1 inh | PGE2 EP2 inh | RBBP9 inh | p97 inhibitor | BaF3 parental | p47phox inh
Cc1ccc(C(=O)NNC(=O)Cn2nnc3ccccc32)cc1 | -3 | -13 | -3 | -13 | 11&5 | -2 | 1 | 1 | 4
Cc1cc(N/C=C(\C#N)S(=O)(=O)c2ccc(Cl)cc2)nc(C)n1 | -2 | -21 | -21 | -22 | 5 | -2 | 5 | -1 | 2
CCc1nnc(NC(=O)CCc2c[nH]c3ccccc23)s1 | 0 | -30 | -21 | 4 | 4 | -2 | 8 | 6 | -19
CCn1cc(C(=O)OCC(=O)Nc2cc(S(=O)(=O)N(C)C)ccc2C)c(=O)c2ccc(C)nc21 | 5 | -5[20 µM] | -1 | -15 | 4 | 0 | -4 | 6 | -12
COc1ccc(C2CC(O)(c3ccccc3)Oc3cc(OC)ccc32)cc1 (stereo unspecified) | / | -17 | 16 | 17 | 13 | / | / | / | -8
O=C(NNC(=O)c1ccccc1-n1cccc1)c1ccc(Cl)cc1Cl | -4 | -5 | 0 | 22 | 11 | -4 | 3 | 2 | -6
CCCC(=O)Nc1ccccc1NC(=O)c1cc(OC)c(OC)c(OC)c1 | 0 | -13[20 µM] | 17 | 0 | 6 | -3 | 2 | 2 | 7
CC1CN(C(=O)c2ccc(COc3ccccc3Br)o2)CC(C)O1 (stereo unspecified) | 0 | -24 | 11 | 4 | 11 | 5 | -1 | 7 | -8
CCc1ccc(NC(=O)c2ccnc(C(C)(C)C)c2)cc1 | 3 | -11[20 µM] | 16 | 1 | 7 | -10 | -3 | 6 | -5
Cc1ccc(C(=O)O/N=C(\N)c2cccc([N+](=O)[O-])c2)cc1 | -4 | -10[20 µM] | 20 | -2 | 4 | 5 | 3 | 3 | 4
Cn1c(N)c(C(=O)COC(=O)C2CCCC2)c(=O)n(C)c1=O | 1 | -24 | 22 | -6 | 10 | 3 | 4 | 6 | 1
COc1ccccc1NC(=O)COc1cc(Br)c(CNCCCN2CCOCC2)cc1OC | 0 | -11 | 12 | 8 | 9 | -5 | -3 | 1 | 2
COc1ccc(/C=C2\CN(Cc3ccccc3)C/C(=C\c3ccc(OC)cc3OC)C2=O)c(OC)c1 | 0 | 9[20 µM] | -18 | -15 | / | -12 | -1 | 5 | -21
CN(C)C(=O)COC(=O)/C=C/c1ccccc1[N+](=O)[O-] | -2 | -4[20 µM] | 3 | -8 | 4 | 3 | 2 | -1 | -15
Cc1ccc(-c2nnn(CC(=O)N(C)C3CCCCC3)n2)o1 | -3 | -18 | 2 | 0 | 4 | -7 | 3 | 3 | -7
Cc1cccc(NC(c2ccc(O)cc2)c2ccc3ccc(C)nc3c2O)n1 (stereo unspecified) | -1 | -20[20 µM] | 5 | -7 | 8 | -3 | 1 | 4 | 0
O=C(O)c1ccccc1Sc1ncnc2sc3c(c12)CCC3 | 3 | -13 | -5 | -20 | 16 | -1 | 3 | 8 | -14
COc1ccc(C(=O)C2CCCN(C(=O)c3c4c(nn3C)CCCC4)C2)cc1F (stereo unspecified) | -1 | -14 | 35 | 1 | 8 | 0 | 0 | 9 | 2
O=C1Nc2ccccc2OCc2c1cccc2[N+](=O)[O-] | -4 | -20 | 0 | -3 | 2 | 7 | 8 | 2 | 4
COC(=O)c1cc(NC(=O)CN(c2ccc(OC)cc2)S(=O)(=O)c2ccc(F)cc2)ccc1Cl | 1 | -19[20 µM] | -16 | 1 | 0 | -32 | 4 | 6 | -14
Cn1cccc1/C=N/NC(=O)Cn1cnc2ccccc21 | -3 | -15 | 17 | -18 | 9 | -2 | -3 | 0 | -11
CC(C)N1CC(O)=C(c2ccccc2)C1=N | 0 | -26 | 0 | -3 | 13 | -7 | 2 | 3 | -12
Cc1cccc(N(C)C(=O)C2CCCN2S(=O)(=O)c2cccc3nsnc23)c1 (stereo unspecified) | -2 | -9 | -10 | -15 | 7 | 0 | 5 | 2 | 4
C#CCOCCOCCOCCNc1nc(N2CCN(C(=O)[C@H]([C@@H](C)CC)n3cc([C@@H](N)CO)nn3)CC2)nc(N2CCN(C(=O)[C@H](CCCCN)n3cc([C@@H](N)CC(C)C)nn3)CC2)n1 | -2 | -23 | 8 | 0 | 12 | 3 | 5 | -3 | -34
Cc1ccc2c(C(=O)CSc3ccccc3)c(C)[nH]c2c1 | -3 | 3 | 4 | -17 | 5 | -3 | 5 | 4 | -19
CCC(=O)Nc1cc(-c2cc3ccccc3oc2=O)ccc1OC | 1 | -16 | 21 | -25 | 23 | -4 | 3 | 2 | -7
CCCS(=O)(=O)C(=C1Nc2ccccc2N1)S(=O)(=O)CCC | 2 | -13[20 µM] | 26 | -15 | 7 | 0 | 1 | 5 | -11
CCOC(=O)c1[nH]c(C)c(C(=O)Nc2ccc(F)cc2)c1C | -6 | -20 | 16 | -1 | 8 | -7 | 0 | -1 | -9
CC(CCc1ccccc1)N1CCN(Cc2ccccc2)CC1 (stereo unspecified) | -2 | -24 | 18 | 12 | 14 | -7 | 4 | 5 | -8
CC(=O)Nc1cccc(Oc2ncnc3scc(-c4ccccc4)c23)c1 | -5 | -6 | 9 | 2 | 8 | -3 | -6 | 4 | -4
CCOc1cnc(-c2c(-c3ccccc3Cl)noc2C)o1 | 2 | -20 | 6 | -3 | 0 | -8 | -5 | 3 | -4
CCOc1ccc(NC(=O)Nc2cccc(C(=O)O)c2)cc1 | 6 | -27 | 73*[5 µM] | 2 | 1 | -2 | -2 | 9 | 0
N/C(=N\OCc1ccc([N+](=O)[O-])cc1)c1ccncc1 | 4 | -16 | 17 | -2 | 7 | -4 | -3 | 2 | -4
CC(C)CCNC(=O)CCNS(=O)(=O)c1ccc(Cl)cc1 | -4 | -14[20 µM] | -1 | 0 | 7 | -4 | 1 | 2 | -6
Cc1ccc(-c2cc(C(=O)NCc3ccco3)no2)cc1 | 6 | -9[20 µM] | 0 | 7 | 11&12 | -1 | -4 | 6 | -18
COC(=O)Cc1[nH]nc2c1C(c1c[nH]c3ccccc13)C(C#N)=C(N)O2 (stereo unspecified) | 0 | -10 | -3 | 2 | 16 | -5 | 6 | -4 | 8
Nc1nc(CN2CCOCC2)cs1 | -2 | -7[20 µM] | 15 | -3 | 8 | 2 | -11 | 2 | -6
COc1ccc(C2C(C#N)=C(N)Nc3onc(C(C)(C)C)c32)c(OC)c1 (stereo unspecified) | 0 | -5 | 9 | -3 | 3 | -8 | -6 | 2 | -13
C=C(C)CSc1nc2nc(C)c(Br)cc2[nH]1 | -3 | -9[20 µM] | 10 | -15 | 2 | 6 | 6 | 2 | -12
COc1ccc(N=Cc2c(O)n(-c3cccc(C)n3)c(=O)c3ccccc23)cc1 | 2 | 6 | -22 | -9 | 9 | -5 | -4 | 0 | -7
O=C(O)C1=C[C@H](c2ccc(Br)cc2)C[C@H](OCCCCO)O1 | -2 | -24 | 3 | 9 | -6 | 1 | 1 | -3 | /
NS(=O)(=O)c1ccc(N=NN2CCCCC2)cc1 | -2 | -31 | 5 | -23 | 3 | -2 | 5 | 0 | -7
CC(C)COC(=O)n1c(=O)oc2ccc(S(=O)(=O)N3CCCCC3)cc21 | 1 | -15 | 13 | -7 | 6 | 6 | 3 | 1 | -2
COc1ccccc1CN1C[C@@H]2C[C@@H](c3cccc(O)c3)N3CCC[C@@]23C1=O | -2 | -14 | 16 | 1 | 5 | 4 | 3 | -3 | -11
CSc1nc(-c2ccccc2)cc(C(F)(F)F)c1C#N | 4 | -12 | -1 | -9 | 5 | 2 | -2 | 8 | -15
COC(=O)c1cc(=O)nc2scc(C)n12 | 5 | 4 | 9 | 3 | 12 | -4 | -3 | 10 | -1
COc1ccc(-c2csc3ncnc(Nc4ccc(O)cc4)c23)cc1 | -2 | -30 | -1 | -9 | 1 | 10 | 6 | 1 | /
CCN(CC)C(=O)Cc1cc(C(=O)O)c2ccccc2n1 | 0 | -20[20 µM] | 22 | 5 | 7 | -4 | -3 | 4 | -11
O=C(COC(=O)COc1ccccc1)Nc1ccc(S(=O)(=O)N2CCOCC2)cc1 | -2 | -15 | 16 | -4 | 0 | 0 | 9 | 5 | -8
C/C(CC(=O)Nc1ccc(F)cc1)=N\NC(=O)c1ccccn1 | -3 | -32 | -3 | -2 | 7 | -7 | 4 | 4 | -6
CCOC(=O)/C(=N/Nc1ccc(C)cc1)S(=O)(=O)c1ccc(Cl)cc1 | -1 | 6[20 µM] | 5 | -2 | 11 | -7 | -1 | 6 | 0
COc1ccc(S(=O)(=O)N2CCCCC2)cc1C(C)C | 5 | -12[20 µM] | 15 | 6 | 8 | -4 | -7 | 6 | 7
C[C@@H](C(=O)N[C@@H](Cc1c[nH]c2ccccc12)C(=O)O)n1nnc2ccccc2c1=O | -2 | -27 | 8 | -8 | 4 | 3 | 2 | -3 | -18
N=c1oc2ccccc2cc1-c1nc2ccccc2c(=O)[nH]1 | -5 | -38 | 19 | -8 | 12 | -1 | 6 | 6 | -13
COC(=O)C1CCCCN1C(=O)CCc1nnc(CCc2c[nH]c3ccccc23)o1 (stereo unspecified) | 0 | -17 | 13 | -10 | 5 | -2 | 1 | -1 | 10
C=CCn1c(COc2ccccc2)nnc1SCC(=O)Nc1ccc(S(N)(=O)=O)cc1 | 4 | -9 | 6 | 6 | 8 | 2 | -6 | 6 | 2
CC(=O)N1CCN(c2cc(N3CCc4ccccc4C3)c(F)cc2[N+](=O)[O-])CC1 | -2 | -5[20 µM] | -4 | -8 | 4 | -2 | -4 | 0 | -10
O=C(O)Cn1c(SCc2ccccc2)nc2ccccc21 | -1 | -18[20 µM] | 19 | -9 | 10 | 1 | -6 | 4 | 2
CN1CCN(C(=O)c2ccc3c(=O)n(Cc4ccc(Cl)cc4)c(=S)[nH]c3c2)CC1 | -3 | -29 | 1 | -3 | 20 | 6 | 2 | 7 | 3
CCN(CC(=O)Nc1ccc(Cl)c(S(=O)(=O)N(C)C)c1)CC(=O)NC(C)C | -2 | -21 | 2 | -2 | 5 | -5 | 2 | -1 | 1

Next part.
SMILES | Ba/F3 V617F tox | Furin inh | PPC-1+TRAIL kill | TbHK1 inh | PGE2 EP2 inh | RBBP9 inh | p97 inhibitor | BaF3 parental | p47phox inh
O=C(Cc1cccs1)Nc1nncs1 | 2 | -14[20 µM] | -18 | 5 | 9 | -8 | 7 | 2 | -13
CCSc1nnc(NC(=O)C2CCCCC2C(=O)OCC(F)(F)C(F)F)s1 (stereo unspecified) | -2 | -27 | 19 | -3 | 8 | -11 | -2 | 3 | -16
O=C(CN(C(=O)CSc1nc2ccccc2o1)c1ccccc1)NC1CCCCC1 | -1 | -16[20 µM] | 3 | 5 | 3 | -2 | 6 | 6 | 2
O=C(O)CC(CP(=O)(c1ccccc1)c1ccccc1)C(=O)O (stereo unspecified) | -1 | -25 | -5 | 6 | 3 | -12 | 5 | 4 | -12
Cc1ccccc1-c1nc2ccccc2c(=O)n1C1CCS(=O)(=O)C1 (stereo unspecified) | 3 | -13[20 µM] | 28 | 6 | 9 | -1 | -3 | 6 | -3
CC1CN(S(=O)(=O)c2ccc(Cl)c(S(=O)(=O)N3CC(C)OC(C)C3)c2)CC(C)O1 (stereo unspecified) | -4 | -20 | 9 | -2 | 4 | 6 | 2 | 1 | 3
